Screening data from PubChem BioAssay.
PRMT1 FP inh – blocks human protein arginine methyltransferase 1 | Q99873 | recombinant PRMT1, activity-based probe fluorescence polarization | inhibition, % at 2.79 µM | 370,000 compounds, 1.3% hits;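 active = inhibition above about 21% made by adding two undisclosed values, limit read from the data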
Target sequence (Q99873 whole entry, looked up): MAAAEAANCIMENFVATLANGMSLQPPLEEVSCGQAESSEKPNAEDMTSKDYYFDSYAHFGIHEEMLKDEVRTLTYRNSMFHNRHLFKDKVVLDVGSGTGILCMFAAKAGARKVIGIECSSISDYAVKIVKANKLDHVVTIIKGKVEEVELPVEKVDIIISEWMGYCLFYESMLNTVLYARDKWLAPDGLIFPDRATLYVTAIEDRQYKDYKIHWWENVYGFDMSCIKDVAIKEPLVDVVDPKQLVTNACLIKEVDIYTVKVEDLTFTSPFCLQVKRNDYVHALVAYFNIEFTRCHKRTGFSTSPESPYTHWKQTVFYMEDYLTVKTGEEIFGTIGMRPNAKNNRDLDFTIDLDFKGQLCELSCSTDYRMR
HTRA1 inhibitor – HTRA1 (human) protease inhibition | Q92743 | recombinant HTRA1, FP-rhodamine activity-based probe, fluorescence polarization | inhibition, % at 5.96 µM | 340,000 compounds, 0.5% hits; in the data active = inhibition above about 36%;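 note: 0% = enzyme with DMSO and 100% = wells lacking enzyme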
NPR2 activator – GC-B (human) receptor activation; P20594; HEK293-GC-B cells, CNP EC30, cGMP TR-FRET; 0% at EC30 CNP, 100% saturating CNP; activation, % at 10 µM; 370,000 compounds, 0.11% hits;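 active = activation at 10 µM reaching about 35% in either raw or pattern-adjusted values, limit read from the data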
ABHD4 inh – ABHD4 (mouse) inhibition, primary FP screen | Q8VD66 | inhibition, % at 8.92 µM | purified mABHD4, FP-Rh probe fluorescence polarization | 370,000 compounds, 0.54% hits;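 active = inhibition exceeding the mean over every tested compound plus 3 SD, cut at about 30% in these data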;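 note: 0% = plate median of compound wells and 100% = S159A mutant with DMSO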
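Material: mouse ABHD4 enzyme, wild type; Benchmarks: S159A mutant high control, sample median low control; Buffer or medium: HEPES pH 7.0, NaCl, Pluronic buffer; Signal: fluorescence polarization; Read-out: percent inhibition of probe binding, normalized to plate controls; Timing: pre-incubation 45 min, probe exposure 60 min, at 25 °C; Dosing: 8.92 µM, single dose.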
rCAG RNA binder – molecules binding r(CAG) RNA repeats; AID 651821; 370,000 compounds, 1.3% hits; inhibition, % at 3 µM; r(CAG) RNA repeat, TO-PRO-1 dye displacement fluorescence;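 active = inhibition above the plate cutoff, the mean of all test compounds on that plate plus 3 SD, cut at about 35% in these data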;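 note: 0% = DMSO alone and 100% = 100 µM mitoxantrone as full dye displacement; higher means more dye released from RNA so lower well fluorescence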
MBD2 inh – inhibitors of human MBD2 binding to methylated oligonucleotide; Q9UBB5; TR-FRET; inhibition, % at 4.4 µM; 370,000 compounds, 0.31% hits; in the data active = inhibition above about 13%
UHRF1 binding – blocks human UHRF1 binding to methylated DNA; inhibition, % at 4.4 µM; Q96T88; AID 687016; UHRF1 binding to methylated oligo, TR-FRET; 370,000 compounds, 0.75% hits; in the data active = inhibition above about 21%;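 note: UHRF1 SRA domain binding a hemimethylated CpG hairpin DNA probe; 0% = median of test compound wells and 100% = reference inhibitor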
TCR-CD3 inh – human TCR-CD3 binding inhibition; TAMRA-labeled TCR probe fluorescence, biochemical; inhibition, % at 9.4 µM; 360,000 compounds, 0.37% hits; AID 651800; in the data active = inhibition above about 19%;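 note: recombinant mutant TCR 2C K166C tagged with TAMRA read by polarization; 0% = receptor in buffer alone and 100% = receptor with positive control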
NPR1 activator – GC-A (human) enzyme activation | P16066 | HEK293 GC-A cells, cGMP TR-FRET, EC30 ANP; 0% at EC30 ANP, 100% saturating ANP | activation, % at 10 µM | 370,000 compounds, 0.14% hits | AID 1671463; in the data active = activation above about 40%
SIAE inh – blocks human sialic acid acetylesterase; Q9HAT2; SIAE FP-Rh probe binding, fluorescence polarization; inhibition, % at 9.66 µM; 370,000 compounds, 0.69% hits;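 active = inhibition above a cutoff: mean of compounds within the control limits plus 3 SD of those, cut at about 17% in these data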;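 note: 0% = plate median of compound wells and 100% = probe without SIAE protein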
Target sequence (Q9HAT2 whole entry, looked up): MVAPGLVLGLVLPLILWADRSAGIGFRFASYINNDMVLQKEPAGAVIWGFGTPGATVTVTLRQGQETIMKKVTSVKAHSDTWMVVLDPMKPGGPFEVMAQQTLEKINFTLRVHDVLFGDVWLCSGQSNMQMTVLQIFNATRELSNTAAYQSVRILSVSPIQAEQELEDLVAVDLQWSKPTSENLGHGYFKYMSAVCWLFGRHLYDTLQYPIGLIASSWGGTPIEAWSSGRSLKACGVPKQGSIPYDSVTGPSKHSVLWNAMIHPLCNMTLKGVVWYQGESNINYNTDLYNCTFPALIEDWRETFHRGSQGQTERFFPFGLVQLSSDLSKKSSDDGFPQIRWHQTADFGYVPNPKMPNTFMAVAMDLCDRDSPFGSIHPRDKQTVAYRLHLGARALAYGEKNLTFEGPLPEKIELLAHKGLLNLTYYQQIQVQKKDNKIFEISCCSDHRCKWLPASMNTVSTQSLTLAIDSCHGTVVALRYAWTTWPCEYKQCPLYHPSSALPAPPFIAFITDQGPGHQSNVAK
The depositor's hits bear a star; · = no result given.

SMILES	PRMT1 FP inh	HTRA1 inhibitor	NPR2 activator	ABHD4 inh	rCAG RNA binder	MBD2 inh	UHRF1 binding	TCR-CD3 inh	NPR1 activator	SIAE inh
Cc1ccc(Cl)cc1N1CCN(Cc2nc3c(c(=O)[nH]c(=O)n3C)n2Cc2ccccc2F)CC1	3	-2	0	7	3	3	-1	2	-13	8
c1cc(-c2cnc3cccnn23)c2cccnc2c1	11	·	0	5	5	0	2	2	5	8
O=C(Nc1ccc2c(c1)OCCO2)C1CCCN(S(=O)(=O)Cc2ccccc2)C1 (stereo not given)	1	-2	5	2	-5	6	10	-1	2	2
Cc1ccc(C(=O)C=CNNC(=O)c2ccccc2)cc1	2	8	3	9	7	0	-3	-2	1	13
Cc1ccc(C(=O)OCC(=O)Nc2cccc(Br)c2)s1	-3	-16	0	1	2	-5	-2	3	0	0
COc1ccc(C2C(C(=O)NCc3ccco3)c3ccccc3C(=O)N2C)cc1 (stereo not given)	7	-1	2	5	-3	0	3	0	-4	-5
COc1cc(Cl)c(C)cc1NC(=O)CSc1nnc(CCC(=O)O)c(=O)[nH]1	9	-5	1	8	3	3	2	-5	0	-20
Cc1cc(C(=O)Nc2ccc(N3CCOCC3)c(Cl)c2)c(C)o1	0	0	8	-3	0	4	0	5	1	-8
CCCC(=O)N1CC(=O)Nc2ccc(C)cc2C1c1ccc(F)cc1 (stereo not given)	-1	1	-2	-2	-2	-5	1	2	-6	4
CC(=O)N/C(=C\c1ccc(Cl)cc1)C(=O)O	-1	·	4	-1	3	-1	1	9	6	5
COc1cccc(C(=O)NC(=S)NCc2ccco2)c1	-2	-6	6	-1	4	-1	-4	3	1	-3
Cn1nnnc1SCC(=O)N1c2ccccc2Sc2ccccc21	-2	5	-8	-9	0	-2	-4	0	-10	-7

Among those listed so far, two have fluorine.
SMILES	PRMT1 FP inh	HTRA1 inhibitor	NPR2 activator	ABHD4 inh	rCAG RNA binder	MBD2 inh	UHRF1 binding	TCR-CD3 inh	NPR1 activator	SIAE inh
Cc1ccc(Cl)cc1N1CCN(Cc2nc3c(c(=O)[nH]c(=O)n3C)n2Cc2ccccc2F)CC1	3	-2	0	7	3	3	-1	2	-13	8
CCCC(=O)N1CC(=O)Nc2ccc(C)cc2C1c1ccc(F)cc1 (stereo not given)	-1	1	-2	-2	-2	-5	1	2	-6	4

More records:
SMILES	PRMT1 FP inh	HTRA1 inhibitor	NPR2 activator	ABHD4 inh	rCAG RNA binder	MBD2 inh	UHRF1 binding	TCR-CD3 inh	NPR1 activator	SIAE inh
O=C(Cc1cccs1)N1CCN(S(=O)(=O)c2ccc(Br)cc2)CC1	0	3	-2	-4	-2	-8	-5	5	-3	2
COCCCN(C(=O)CCOc1ccc(C(C)(C)C)cc1)c1c(N)n(Cc2ccccc2)c(=O)[nH]c1=O	0	-4	-6	-11	-3	-3	1	-2	1	0
COc1ccc(C(C)=O)cc1COC(=O)CSCC(=O)Nc1ccc(C)cc1	4	3	0	1	-1	3	1	-7	-6	-1
COc1ccc(/C=C/C(=O)N(C)C2CCS(=O)(=O)C2)cc1OC (stereo not given)	0	-4	-2	5	0	4	-5	4	0	1
Cc1ccc2c(c1)C1CS(=O)(=O)N(Cc3ccccc3)CN1C2 (stereo not given)	3	·	-1	-2	2	-5	-5	·	0	-5
Cc1ccc(S(=O)(=O)N2CCOCC2)cc1NC(=O)COc1ncnc2ccccc12	-2	-2	1	-1	-1	2	2	1	-2	-6
COc1ccc(CCNC(=O)c2cc(-c3ccncc3)nc3ccc(S(=O)(=O)N4CCOCC4)cc23)cc1OC	-4	0	2	2	6	-2	-2	3	-1	5
CN(C(=O)CSc1nnc(N)s1)C1CCCCC1	-1	1	1	-3	-1	-3	1	8	-1	4
COc1ccc(NC(=O)CCN2C(=O)c3ccncc3C2=O)cc1OC	2	2	-3	-5	1	-3	0	4	-1	4
COc1ccc(-n2cc(CNC3CCC(O)CC3)c(-c3cccc(F)c3)n2)cc1 (stereo not given)	-2	-1	-7	0	-5	-2	1	2	-5	0
Cc1nc(SCC(=O)Nc2ccc(F)cc2)c(C#N)c(C)c1CC(=O)c1ccc(Br)cc1	-3	0	-5	7	3	1	4	1	2	-10
O=C(NCC1OCCc2ccccc21)c1ccco1 (stereo not given)	2	-7	4	6	4	3	1	-3	3	-3
CCOC(=O)Cn1nnc(-c2ccc(S(C)(=O)=O)cc2)n1	-10	0	5	6	1	-1	5	1	6	-2
Cc1c(NC(=O)Cn2nc(C(F)(F)F)c3c2CCCC3)c(=O)n(-c2ccccc2)n1C	0	-7	0	-1	-7	-1	2	2	-3	0
O=C(CN1C(=O)NC2(CCCCC2)C1=O)Nc1ccc2c(c1)OCCCO2	-3	3	-2	-5	1	3	2	-3	-4	-1
COc1cc(/C=N/NC(=O)c2ccc(-c3ccccc3)cc2)cc(OC)c1OC	-2	-17	-6	1	12	4	0	3	8	2
CC(C)OC(=O)CC1C(=O)NCCN1C(=O)COc1ccc(C(C)(C)C)cc1 (stereo not given)	-3	2	-1	4	-9	-1	2	0	0	-3
CCn1c(=O)c2c(nc3n2CCCN3CCc2ccc(OC)c(OC)c2)n(C)c1=O	-3	0	8	4	-7	3	-1	7	6	4
CCCNC(=O)C1CC(c2ccc(C(F)(F)F)cc2)=NO1 (stereo not given)	1	-3	-3	-2	-3	3	-3	6	3	4
O=C(NNC(=O)C1C2CCC(C2)C1C(=O)O)c1cccc(Cl)c1 (stereo not given)	2	3	0	5	5	-3	-1	4	1	0
Cc1noc(C)c1CCC(=O)Nc1c(C(C)C)cccc1C(C)C	-1	11	6	3	0	5	17	3	-2	-2
O=c1oc2ccccc2cc1-c1csc(Cc2nc(-c3ccc(Br)cc3)cs2)n1	2	0	-2	-1	3	-2	1	-4	-6	-7
CC(Sc1ncc(C#N)c(N)n1)C(=O)Nc1ccccc1 (stereo not given)	2	3	-3	-17	2	5	1	2	-1	-1
COc1ccc(OC)c(C(C)NC(=S)Nc2ccc(S(=O)(=O)Nc3ncccn3)cc2)c1 (stereo not given)	0	2	1	-5	22	0	-2	2	3	2
Cc1nn(C)c(C(=O)Nc2cccc(CN3CCOCC3)c2)c1Br	-4	8	5	-3	1	1	0	-1	-1	7
CCOC(=O)c1c(CSc2ccccc2)n(C)c2ccc(O)cc12	10	-3	-7	4	6	6	4	4	1	-3
Cn1c(=O)c2ccccc2n(CC(=O)NC2CCCC2)c1=O	-3	4	3	-2	-1	2	6	-4	-3	8
COc1cccc(CNc2nc(NCc3cccs3)nc3ccsc23)c1	-3	·	-2	14	3	1	-2	-1	-2	0
CN1C(=O)N(C)C2(c3ccccc3)N(C(C)(C)C)C(=O)NC12c1ccccc1 (stereo not given)	0	7	5	6	-7	6	3	-2	1	-1
CN1CCN(c2cc(=O)n(-c3ccc(Cl)cc3)c(=O)[nH]2)CC1	-2	2	3	4	1	-2	-3	-1	1	3
CCC(=O)N1CCc2cc(S(=O)(=O)CCC(=O)NCCC3=CCCCC3)ccc21	1	-5	-7	7	4	-4	4	1	-6	-4
COc1cccc(NC(=O)C2c3cc(OC)c(OC)cc3C(=O)N(C)C2c2cccnc2)c1 (stereo not given)	0	1	-7	-1	-2	-1	-1	12	-3	3
O=C(COC(=O)c1ccc([N+](=O)[O-])o1)NCc1ccc(F)cc1	11	18	-3	6	2	-3	-7	-4	-3	2
Cc1ccc(Nc2nnc(SCc3cc(=O)n4ccsc4n3)s2)c(C)c1	4	-12	-2	1	-3	1	-2	2	0	0
COc1ccc(NC2=NC(C)(CO)CS2)cc1 (stereo not given)	1	2	-1	-5	-1	-3	-1	7	-2	-5
CCn1c(COc2ccc(C)cc2)nnc1SCc1cccc(C(F)(F)F)c1	-1	·	4	-3	-4	-2	-1	·	-7	6
O=C(NCC(c1cccs1)N1CCOCC1)c1cc2ccccc2oc1=O (stereo not given)	2	5	-3	5	1	1	1	1	0	1
Cc1ccc(-n2c(SCC(=O)Nc3cc(C)on3)nc3c([nH]c4ccccc43)c2=O)cc1	-4	-10	2	11	4	1	3	0	79*	-5
CCc1ccc(OCCCC(=O)NCc2ccccc2)cc1	0	-9	6	-3	-1	0	2	-6	-3	-9
O=C(c1ccc2c(=O)n3c(nc2c1)CCCCC3)N1CCc2ccccc21	-4	4	7	0	3	-3	-4	3	-1	9
O=C(NCc1ccncc1)[C@@H]1CCCN1C(=O)[C@@H]1CCCN1C(=O)c1cccc2ccccc12	0	·	1	-6	2	-2	1	2	4	6
O=C(c1ccco1)N1CCN(c2ccc([N+](=O)[O-])cn2)CC1	-1	6	-2	-8	2	-4	0	-1	-3	-1
CCNC(=O)c1cccc(NC(=O)CN2C(=O)NC3(CCCCC3)C2=O)c1	-1	-9	4	-3	-4	-1	-1	6	2	1
CC/C(=N\N=C(/CC)c1ccccc1N)c1ccccc1N	2	0	1	1	-1	-6	12	2	-5	6
O=C(O)C1C2CC3C(OC(=O)C31)C2Cl (stereo not given)	0	-2	0	-5	-2	4	0	7	4	-3
Cc1ccc(CNC(=O)COC(=O)CCOc2ccc(C)cc2)cc1	-4	-16	1	3	-2	0	2	-3	2	2
COCC1CCN(Cc2nc(-c3ccc(OC)cc3)no2)CC1	-3	5	-6	-2	-2	-5	3	-11	-2	1
O=C(CCc1nnc(CCCc2ccccc2)o1)NCCc1ccco1	0	-1	-12	-2	0	-2	-2	7	-6	0
Cc1ccc(-n2nnnc2C(Cl)(Cl)c2nnnn2-c2ccc(C)cc2)cc1	48*	8	23	0	-2	0	-1	7	31	5
COc1ccc(N2C(=O)C3ON(C4SC(=S)N(C)C4(C)C)C(c4ccc(Cl)cc4)C3C2=O)cc1 (stereo not given)	-4	4	1	1	1	5	3	11	-1	-7
Nc1nnc(CCC2CCCCC2)s1	-4	3	-2	-3	-2	-3	0	5	4	4
Cc1ccc(C(=O)CSc2nnc(-c3ccc4[nH]c(C)c(C)c4c3)o2)cc1C	4	-4	-5	7	1	1	4	-7	1	-1
O=C(CNCc1cccs1)Nc1ccc(S(=O)(=O)N2CCCCC2)cc1	-1	-3	0	1	-5	4	-1	12	3	1
COc1ccc(-c2c(C)oc3c(CN4CCCC(C)C4)c(O)ccc3c2=O)cc1OC (stereo not given)	-2	2	4	3	-5	0	-3	4	-5	6
COc1ccccc1NS(=O)(=O)c1ccc(C(=O)N2CCN(c3ccccc3O)CC2)cc1	1	3	1	0	2	-3	1	-12	-1	3
COc1cccc2c1OCC(CN1CCN(CCC(C)C)C(CCO)C1)=C2 (stereo not given)	-1	6	2	8	-7	3	0	-8	0	10
CC1Cc2nc(SCC(=O)Nc3nc4ccccc4s3)n(C)c(=O)c2S1 (stereo not given)	7	-16	1	3	10	-8	-2	3	-4	-2
CC(=O)NC(CCS(C)(=O)=O)C(=O)Nc1cccc2ccccc12 (stereo not given)	-1	1	-2	9	2	1	0	1	-1	-6
O=C(O)CCCC(=O)N(Cc1ccccc1)Cc1ccccc1	1	1	4	-10	4	10	3	-3	7	1
Cc1cc(C)c2c(N)c(C(=O)N3CCN(c4ncccn4)CC3)sc2n1	3	-3	0	4	-5	-3	1	2	3	0

Three compounds out of the list, arranged by molecular weight, ascending:
SMILES	PRMT1 FP inh	HTRA1 inhibitor	NPR2 activator	ABHD4 inh	rCAG RNA binder	MBD2 inh	UHRF1 binding	TCR-CD3 inh	NPR1 activator	SIAE inh
COc1cccc2c1OCC(CN1CCN(CCC(C)C)C(CCO)C1)=C2 (stereo not given)	-1	6	2	8	-7	3	0	-8	0	10
CC1Cc2nc(SCC(=O)Nc3nc4ccccc4s3)n(C)c(=O)c2S1 (stereo not given)	7	-16	1	3	10	-8	-2	3	-4	-2
COc1ccccc1NS(=O)(=O)c1ccc(C(=O)N2CCN(c3ccccc3O)CC2)cc1	1	3	1	0	2	-3	1	-12	-1	3

These rows are one share of the data; rates above refer to the full screens.
